# Anthrax LF prot: Bacillus anthracis LF protease inhibitors, primary screen, biochemical, multiplex microsphere, MLPCN library | Lethal factor (Bacillus anthracis), P15917 | multiplex microsphere protease cleavage assay | inhibition, % at 10 µM | 360,000 compounds, 0.12% hits; also: plate controls were buffer without enzyme for full effect and enzyme alone for no effect
# Target sequence (P15917 whole entry, looked up): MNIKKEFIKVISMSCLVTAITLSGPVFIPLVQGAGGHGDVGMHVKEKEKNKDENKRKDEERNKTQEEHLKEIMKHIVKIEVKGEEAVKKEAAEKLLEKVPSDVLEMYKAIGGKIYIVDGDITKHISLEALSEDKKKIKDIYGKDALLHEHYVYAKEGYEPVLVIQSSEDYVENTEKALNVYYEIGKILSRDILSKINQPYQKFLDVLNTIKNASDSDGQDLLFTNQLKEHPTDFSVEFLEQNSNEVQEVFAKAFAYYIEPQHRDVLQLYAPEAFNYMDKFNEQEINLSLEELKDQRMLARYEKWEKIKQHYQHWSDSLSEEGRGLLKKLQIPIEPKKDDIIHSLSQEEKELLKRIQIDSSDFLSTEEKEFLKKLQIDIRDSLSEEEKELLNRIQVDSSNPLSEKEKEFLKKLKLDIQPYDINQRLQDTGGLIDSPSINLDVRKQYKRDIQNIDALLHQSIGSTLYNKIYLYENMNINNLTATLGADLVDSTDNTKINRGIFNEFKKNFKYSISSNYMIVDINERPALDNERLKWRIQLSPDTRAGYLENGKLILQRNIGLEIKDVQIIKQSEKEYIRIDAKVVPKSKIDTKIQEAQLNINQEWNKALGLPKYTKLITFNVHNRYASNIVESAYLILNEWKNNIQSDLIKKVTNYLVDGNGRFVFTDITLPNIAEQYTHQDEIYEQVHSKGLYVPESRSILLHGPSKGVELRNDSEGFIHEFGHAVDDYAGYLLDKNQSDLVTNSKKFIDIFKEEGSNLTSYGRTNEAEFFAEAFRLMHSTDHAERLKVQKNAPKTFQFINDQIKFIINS
# Y pestis TopoI: Yersinia pestis topoisomerase I inhibitors, primary screen, biochemical, cleavage product accumulation, plate reader, single point; Y. pestis Topo-I cleavage product accumulation; activity, % at 10 µM; 360,000 compounds, 0.064% hits; DNA topoisomerase I (Yersinia pestis CO92); in the data active = activity above about 50%, passing the limit was not always enough; inconclusive = no clear call, values can overlap the other calls; also: inactives centre near 2
# BoNT-A LC inh2: BoNT/A light chain protease inhibitors, primary screen, biochemical, flow cytometry, MLPCN library; 360,000 compounds, 0.17% hits; Botulinum neurotoxin type A light chain protease (Clostridium botulinum A str. ATCC 3502); inhibition, % at 10 µM; multiplex microsphere protease substrate cleavage; AID 588499, 2011; also: plate controls were buffer without enzyme for full effect and enzyme alone for no effect
# Vc quorum ag: inducers of Vibrio cholerae quorum light production without autoinducers, primary screen, BH1578 luxS cqsA deficient, single point; V. cholerae BH1578 lux reporter, luminescence, 6 h; AID 588436, 2011; activation, % at 18.7 µM; 350,000 compounds, 0.16% hits; in the data active = activation mostly above about 9.7%, no sharp cut-off; inconclusive = no clear call, values can overlap the other calls; inactive = mostly below about 3.7%; also: not every result past the cut was called active; inactives centre near 0; reference of the scale not given here
# TcdB inh: TcdB glycohydrolase inhibitors, primary screen, biochemical, single point, plate reader. TcdB glycohydrolase enzymatic assay. 350,000 compounds, 0.24% hits. inhibition, % at 9.99 µM; in the data active = inhibition above about 10%
# 3CLpro inhibitor: SARS-CoV 3CLpro protease inhibitors, primary screen, biochemical, quenched FRET. Replicase polyprotein 1ab (Severe acute respiratory syndrome coronavirus), P0C6X7. recombinant SARS-CoV 3CLpro, quenched FRET peptide cleavage. inhibition, % at 6 µM. 290,000 compounds, 0.14% hits; in the data active = inhibition above about 12%
# SSB-PriA inh: inhibitors of Klebsiella pneumoniae PriA binding to SSB C-terminal tail, primary screen, biochemical, AlphaScreen | AlphaScreen SSBct-PriA binding, biotinylated peptide | 430,000 compounds, 0.6% hits | inhibition, % at 33 µM | AID 1272365, 2023; in the data active = inhibition mostly above about 37%, no sharp cut-off; inactive = mostly below about 20%;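 also: plate controls were negative control peptide for no effect and reference peptide for full effect; strong numbers were not always called active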
# PfHsp40 yeast: rescue of yeast from PfHsp40 toxicity, primary screen, S. cerevisiae, ATP luminescence. growth rescue, % at 12.5 µM. 340,000 compounds, 0.68% hits. S. cerevisiae expressing PfHsp40, growth rescue; in the data active = growth rescue above about 28%, passing the limit was not always enough; inconclusive = no clear call, values can overlap the other calls;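 also: yeast W303a lacking pdr1 and pdr3 grown in galactose medium; growth measured after three days at 30 °C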
# PrPC TRFRET: inhibitors of human cell surface prion protein PrPC, primary screen, cell-based, TR-FRET; TR-FRET read-out; inhibition, % at 13.8 µM; 370,000 compounds, 0.43% hits; AID 720596, 2013; in the data active = inhibition above about 24%; also: 0% = median of the test wells and 100% = reference compound wells
# * hit, by the source's call; i = inactive; ? = inconclusive; . = not tested or not shown. Rule as the data show it, unless noted: active = inhibition above about 30%; inconclusive = no clear call, values can overlap the other calls; inactive = below that. An excerpt (hit frequency here may not be typical).
nr	Molecule	Anthrax LF prot	Y pestis TopoI	BoNT-A LC inh2	Vc quorum ag	TcdB inh
1	COc1ccc(S(=O)(=O)NC(C)C(=O)NCCN2CCOCC2)cc1Cl (stereo not given)	-1	3	-2.7	-0.5	1.6
2	Cc1cc(F)cc(-c2cc(C(=O)NCc3ccccn3)[nH]n2)c1	3	-2	0.1	i	0.7
3	O=C(NCC(=O)N(c1ccc(F)cc1)C(C(=O)NC1CCCC1)c1ccncc1)c1ccco1 (stereo not given)	1	-2	-0.3	-0.4	1.2
4	CCOc1cc(N2CCOCC2)c(OCC)cc1NC(=O)C(C)C	-1	1	-0.7	0.0	-2.1
5	CCCCOc1ccc(C(=O)Nc2ccc(S(=O)(=O)Nc3onc(C)c3C)cc2)cc1	1	7	3.8	-0.3	0.8
6	CCCC(=O)Nc1nnc(S(=O)(=O)N(CC)c2ccc(OC)cc2)s1	-3	1	-1.3	-0.6	0.8
7	COC(=O)N/N=C/c1cc([N+](=O)[O-])cc(Br)c1O	2	0	0.4	0.0	.
8	C=CCc1ccc(OCCCOc2ccc(C)cc2OC)c(OC)c1	-4	28	0.1	i	.
9	CC(Sc1nnnn1-c1ccccc1)C(=O)Nc1ccccc1-c1ccccc1 (stereo not given)	-1	24	-0.2	-0.3	.
10	Cn1c(N)c(C(=O)c2ccccc2)c(=O)n(C)c1=O	-5	-7	0.6	-1.7	.
11	CC(C)(C)C(=O)Nc1ccc(C(=O)N/N=C/C2CC3C=CC2C3)cc1 (stereo not given)	0	-2	0.4	i	-2.2
12	CCOC(=O)C1=C(C)N(c2ccc(OCC)cc2)C(=O)/C1=C\c1ccco1	1	-2	-0.6	-0.2	-1.7

nr	3CLpro inhibitor	SSB-PriA inh	PfHsp40 yeast	PrPC TRFRET
1	2	-15	-0.9	0
2	.	.	.	6
3	4	-7	-0.7	-10
4	3	2	-0.2	-2
5	10	.	-0.4	3
6	0	-1	-1.2	0
7	2	.	9.3	3
8	-3	-1	5.2	2
9	2	-16	2.3	-4
10	5	-6	0.2	-2
11	-1	.	-0.3	-7
12	6	13	-0.6	-2

# (continued)
nr	Molecule	Anthrax LF prot	Y pestis TopoI	BoNT-A LC inh2	Vc quorum ag	TcdB inh
13	O=C(O)/C=C\C(=O)Nc1ccccc1N1CCN(c2ccccc2)CC1	8	5	-0.4	11	0.8
14	COCC(=O)Nc1ccccc1NC(C)=O	6	-3	1.1	i	.
15	COC(=O)c1nccnc1C(=O)Nc1ccccc1N1CCOCC1	6	-4	1.3	-0.5	1.6
16	Cc1cc(S(=O)(=O)NCCN2CCOCC2)ccc1Cl	-5	4	-3.0	0.5	5.4
17	COc1ccc(CN(C)C(=O)c2cccc(S(=O)(=O)N3CCN(c4ccccc4)CC3)c2)c(OC)c1OC	-4	23	2.3	5.6	1.9
18	COCCCn1cc(CN2CC(N3CCN(C)CC3)CS2(=O)=O)nn1 (stereo not given)	-3	.	0.0	.	1.1
19	Cc1cccc(NC(=S)NNC(=O)c2ccccc2OC(F)F)c1	-1	4	-0.2	0.9	.
20	C[C@]12c3[nH]c4ccc(Cl)cc4c3CCN1C(=O)[C@@H](CC(=O)NCc1cccc(C(F)(F)F)c1)C[C@@H]2C(=O)N1CCCCC1	-3	8	-0.8	i	1.4
21	COc1ccccc1N(C)S(=O)(=O)c1ccc(C(=O)OCC(=O)Nc2ccc(C(N)=O)cc2)cc1	-2	2	2.8	2.1	3.5
22	Oc1ccc2ccccc2c1CN1CCN(C/C=C/c2ccccc2)CC1	-10	5	-0.7	-1.7	0.9
23	O=C(Nc1ccc(Cl)c(Cl)c1)Nc1ccccn1	0	-3	1.0	i	2.0
24	COc1ccccc1-c1nc2ccccc2c(=O)n1O	3	-3	-0.3	-0.4	1.7

nr	3CLpro inhibitor	SSB-PriA inh	PfHsp40 yeast	PrPC TRFRET
13	-4	-7	-1.4	-1
14	-1	1	-0.5	1
15	7	2	-0.2	-6
16	0	-2	-0.5	-4
17	.	1	1.7	7
18	.	.	.	-8
19	0	-2	-0.7	8
20	.	-12	1.5	11
21	.	-7	-0.9	2
22	-2	6	1.6	3
23	-8	2	-0.5	1
24	1	-8	-0.1	-1

# More structures follow.
nr	Molecule	Anthrax LF prot	Y pestis TopoI	BoNT-A LC inh2	Vc quorum ag	TcdB inh
25	CC1CCN(CCCNC(=O)C2CCC(CNS(=O)(=O)c3ccccc3)CC2)CC1 (stereo not given)	-1	0	-3.2	1.7	1.5
26	CC1=CC(=O)C(C(C)C)=CC1=NC(=O)c1ccc(C)cc1	-5	15	-0.3	-0.4	-2.0
27	O=C(NCCCN1CCOCC1)c1ccc(Sc2ccc(F)cc2)c([N+](=O)[O-])c1	-2	-8	0.1	-0.6	.
28	Cc1c(C(=O)Nc2ccccc2F)sc2ncn(CC(=O)N3CCOCC3)c(=O)c12	1	4	0.2	-0.4	3.9
29	COc1ccc(OCc2cc(C(=O)N3CCC(c4ccccc4)CC3)no2)c(Cl)c1	-6	0	0.1	i	1.8
30	CCC1CN(C(=O)N2CCC(C(=O)NCc3cccc(OC)c3OC)CC2)c2cc(C)ccc2O1 (stereo not given)	-2	26	0.0	-0.2	1.6
31	CC(=O)NC(Cc1ccc(C)cc1)C(=O)NC1CCN(C(=O)NCc2ccccc2)CC1 (stereo not given)	-2	4	0.2	-0.3	-0.3
32	O=C(COC(=O)C1=NN(c2ccccc2)C(=O)CC1)Nc1nc(-c2ccc(F)cc2)cs1	6	-13	0.2	i	-11
33	O=C(O)CN1C(=O)S/C(=C\c2cccnc2)C1=O	-3	7	0.4	-0.6	-0.4
34	COC(=O)CSc1nc(N)c2c3c(sc2n1)CCCC3	-2	43	0.0	.	.
35	O=C(CCc1nnc(-c2ccsc2)o1)N1CCc2c(Cl)cccc2C1	-2	18	0.1	-0.3	-0.9
36	Cc1cnc(N=Nc2ccccc2)[nH]1	-8	5	0.7	-0.8	-0.3

nr	3CLpro inhibitor	SSB-PriA inh	PfHsp40 yeast	PrPC TRFRET
25	0	-5	-1.3	1
26	1	5	0.4	4
27	4	3	0.5	-39
28	1	-13	0.0	-1
29	6	-11	-1.1	-4
30	2	6	1.6	9
31	-3	-5	0.8	1
32	.	-5	1.6	6
33	4	-6	0.6	-8
34	-3	-6	1.0	1
35	2	-4	0.7	4
36	.	4	-0.6	2

# (list continues)
nr	Molecule	Anthrax LF prot	Y pestis TopoI	BoNT-A LC inh2	Vc quorum ag	TcdB inh
37	CC1(C)CC[C@]2(C(=O)O)CC[C@]3(C)C(=CCC4[C@]56CC[C@@](O)(OC5)C(C)(C)C6CC[C@]43C)C2C1 (stereo not given in full)	-5	22	-0.1	-0.3	-0.6
38	COc1ccc(NC(=O)c2ccc3c(c2)C(=O)N(CC2CCCO2)C3=O)cc1 (stereo not given)	14	0	-6.4	-0.4	-0.3
39	CC(O)C(NS(=O)(=O)c1ccc2ccccc2c1)C(=O)OCC(=O)Nc1ccccc1OC(F)F (stereo not given)	.	19	.	i	0.4
40	COc1ccc(OC)c(S(=O)(=O)Nc2cccc(F)c2)c1	-1	8	-0.9	-0.5	.
41	COC(=O)C(Cc1ccc(OC(=O)c2ccccc2C)cc1)N1Cc2ccccc2C1=O (stereo not given)	2	50	0.3	i	.
42	O=C(O)CC1=C(Nc2ccccc2)C(=O)N(c2ccccc2)C1c1ccc(Cl)cc1 (stereo not given)	-8	6	0.2	2.2	0.0
43	O=C(NCc1ccc(F)cc1)c1cc2c(s1)CCCC2	8	4	0.0	3.7	.
44	CO/C(N)=C(\C#N)N=Cc1ccccc1Cl	-4	-8	-1.2	-0.2	0.8
45	COc1ccc(C(=O)OC(C)C(=O)NC2CCCc3ccccc32)cc1OC (stereo not given)	-7	8	0.2	-0.2	-0.3
46	CCn1cc(C(=O)N[C@@H](C)C(=O)OC)c(=O)c2cc3c(cc21)OCO3	1	9	-0.2	-0.7	0.0
47	CC(C)Cn1c(-c2ccccc2F)n[nH]c1=S	1	-3	-0.2	i	.
48	CCOC(=O)C(=Cc1ccc(-n2cncn2)cc1)C(=O)OCC	0	1	-0.6	i	-0.5

nr	3CLpro inhibitor	SSB-PriA inh	PfHsp40 yeast	PrPC TRFRET
37	.	.	.	-11
38	-8	2	2.1	0
39	.	2	1.1	0
40	0	-19	0.9	9
41	0	-6	-0.5	-1
42	2	-4	-0.8	5
43	-1	-23	2.6	6
44	-1	0	-0.5	1
45	.	-6	-1.1	2
46	1	-13	1.2	-2
47	-2	-3	0.8	-3
48	6	-11	?	-4

# Next compounds:
nr	Molecule	Anthrax LF prot	Y pestis TopoI	BoNT-A LC inh2	Vc quorum ag	TcdB inh
49	COc1cc([N+](=O)[O-])ccc1NC(=O)CSc1nnc(C)c(C)n1	-3	-2	-0.3	i	-7.1
50	Cc1cccnc1NC(=O)Nc1ccc(Cl)cc1	-10	13	0.5	i	-0.7
51	Cc1ccccc1CN(c1ccc(C(=O)NCC2CCCO2)cc1)S(C)(=O)=O (stereo not given)	5	-3	0.6	-3.4	.
52	NC(=O)C(c1ccccc1)C1CCCCC1 (stereo not given)	-2	6	-0.9	i	.
53	O=C(Nc1cc(C(F)(F)F)ccc1Cl)C(Sc1nnc(-c2cccs2)o1)c1ccccc1 (stereo not given)	0	-11	-0.7	i	.

nr	3CLpro inhibitor	SSB-PriA inh	PfHsp40 yeast	PrPC TRFRET
49	-4	4	0.7	-6
50	2	-15	1.0	1
51	-6	-5	-1.2	5
52	-4	-3	0.2	8
53	6	3	0.0	-6

# Complete entries from above. Order of screens: Anthrax LF prot, Y pestis TopoI, BoNT-A LC inh2, Vc quorum ag, TcdB inh, 3CLpro inhibitor, SSB-PriA inh, PfHsp40 yeast, PrPC TRFRET
# Listed for O=C(Nc1cc(C(F)(F)F)ccc1Cl)C(Sc1nnc(-c2cccs2)o1)c1ccccc1 (stereo not given) : 0, -11, -0.7, i, ., 6, 3, 0.0, -6
# Listed for COc1cc([N+](=O)[O-])ccc1NC(=O)CSc1nnc(C)c(C)n1 : -3, -2, -0.3, i, -7.1, -4, 4, 0.7, -6
# Listed for Cc1cccnc1NC(=O)Nc1ccc(Cl)cc1 : -10, 13, 0.5, i, -0.7, 2, -15, 1.0, 1
# Listed for NC(=O)C(c1ccccc1)C1CCCCC1 (stereo not given) : -2, 6, -0.9, i, ., -4, -3, 0.2, 8

# Results in PrPC TRFRET, for some of the entries so far:
nr | smiles | PrPC TRFRET
49 | COc1cc([N+](=O)[O-])ccc1NC(=O)CSc1nnc(C)c(C)n1 | -6
50 | Cc1cccnc1NC(=O)Nc1ccc(Cl)cc1 | 1

# Ordered by number of heavy atoms (largest number first): 3 of the compounds above
nr	Molecule	Anthrax LF prot	Y pestis TopoI	BoNT-A LC inh2	Vc quorum ag	TcdB inh
53	O=C(Nc1cc(C(F)(F)F)ccc1Cl)C(Sc1nnc(-c2cccs2)o1)c1ccccc1 (stereo not given)	0	-11	-0.7	i	.
49	COc1cc([N+](=O)[O-])ccc1NC(=O)CSc1nnc(C)c(C)n1	-3	-2	-0.3	i	-7.1
48	CCOC(=O)C(=Cc1ccc(-n2cncn2)cc1)C(=O)OCC	0	1	-0.6	i	-0.5

nr	3CLpro inhibitor	SSB-PriA inh	PfHsp40 yeast	PrPC TRFRET
53	6	3	0.0	-6
49	-4	4	0.7	-6
48	6	-11	?	-4

# Compound activity as filed in PubChem BioAssay.
